HTR1E agonist – 5-HT1E (human) receptor agonism. CHO 5-HT1E Ga15 NFAT-bla reporter, FRET; 0% DMSO wells, 100% control agonist wells. AID 574. P28566. activation, % at 6 µM. actives 0.69% (n = 65,000);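 active = activation above a set limit, the screen-wide mean activation plus 3 SD, cut at about 8.5% in these data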;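 note: 100% = positive control agonist at 1 µM giving full maximal response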
5HT1a antag – blocks the human serotonin 5-HT1a receptor; P08908; CHO 5-HT1a Ga15 NFAT-bla reporter, antagonist mode; inhibition, % at 10 µM; actives 0.68% (n = 62,000); AID 612;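 active = inhibition above the mean of all tested compounds plus 3 SD, cut at about 43% in these data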;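 note: receptor stimulated by 5-CT agonist at 100 nM near EC80; beta-lactamase reporter measured by ratiometric fluorescence of a cleavable substrate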
HTR1E antagonist – 5-HT1E (human) receptor antagonism. CHO 5-HT1E Ga15 NFAT-bla reporter, FRET, antagonist. inhibition, % at 6 µM. actives 0.99% (n = 65,000). AID 571;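 active = inhibition above a set limit, the mean inhibition across every tested compound plus 3 SD, cut at about 29% in these data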;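 note: signal is the 460 over 535 nm emission ratio of beta-lactamase substrate; 0% = agonist plus DMSO wells and 100% = wells without agonist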
S1P3 agonist – agonists of human S1P3 receptor | Q99500 | S1P3 NFAT-BLA reporter cells, agonism, FRET ratio; relative to 1 µM S1P, basal subtracted | activation, % at 4.5 µM | actives 0.1% (n = 60,000);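 active = activation above the screen-wide mean plus 3 SD, cut at about 4.5% in these data, passing the limit was not always enough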; note: some compounds called inactive have numbers as strong as hits
Target sequence (Q99500 whole entry, looked up): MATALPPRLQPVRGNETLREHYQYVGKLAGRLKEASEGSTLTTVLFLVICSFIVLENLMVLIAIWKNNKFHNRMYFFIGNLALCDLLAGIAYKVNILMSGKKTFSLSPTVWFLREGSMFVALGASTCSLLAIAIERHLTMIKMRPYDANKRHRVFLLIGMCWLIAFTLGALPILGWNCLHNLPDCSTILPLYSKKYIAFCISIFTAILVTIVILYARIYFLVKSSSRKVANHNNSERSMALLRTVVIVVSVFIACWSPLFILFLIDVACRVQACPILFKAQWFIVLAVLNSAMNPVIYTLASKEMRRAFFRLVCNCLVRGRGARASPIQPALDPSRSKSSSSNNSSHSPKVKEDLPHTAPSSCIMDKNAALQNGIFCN
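Material: Human S1P3 NFAT-BLA reporter CHO cells | Incubation: Overnight plating, 4 h compound 37 °C, 2 h substrate RT | Signal: FRET β-lactamase substrate fluorescence, excitation 405 nm, 460/535 nm emission ratio, background-subtracted | Compound: 4.5 µM final, single dose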
Jurkat tox 60K – cytotoxicity toward Jurkat cells | AID 463 | actives 1.2% (n = 56,000) | Jurkat E6.1 viability, ATP luminescence, 48 h | inhibition, % at 4 µM;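 active = inhibition above the mean inhibition of all tested compounds plus 3 SD, cut at about 28% in these data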
S1P1 ag-PAM – activates or potentiates agonism at human S1P1 receptor. AID 449. S1P1 CRE-bla cells, forskolin, beta-lactamase FRET, potentiator mode; S1P1 agonist co-added at EC20, 2 nM; 100% = saturating reference agonist, 0% = basal. P21453. activation, % at 9.5 µM. actives 0.57% (n = 56,000);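 active = activation above a cutoff set at the mean activation of all tested compounds plus 3 SD, cut at about 54% in these data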;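 note: forskolin at 4 µM as EC80 and the EC20 agonist is SEW2871; 100% = SEW2871 at its EC100 plus forskolin at EC80; some compounds past the cut are filed as inactive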
Target sequence (P21453 whole entry, looked up): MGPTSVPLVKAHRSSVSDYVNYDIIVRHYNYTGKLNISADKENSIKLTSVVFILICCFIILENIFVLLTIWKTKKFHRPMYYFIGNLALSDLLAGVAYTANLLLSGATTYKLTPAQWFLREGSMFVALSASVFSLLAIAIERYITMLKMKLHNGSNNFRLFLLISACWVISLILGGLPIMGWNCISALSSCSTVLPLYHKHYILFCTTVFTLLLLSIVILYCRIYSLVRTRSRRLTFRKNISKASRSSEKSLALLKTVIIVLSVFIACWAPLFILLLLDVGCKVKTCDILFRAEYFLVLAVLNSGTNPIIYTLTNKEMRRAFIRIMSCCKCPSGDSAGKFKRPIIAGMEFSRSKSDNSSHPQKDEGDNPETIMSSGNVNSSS
D1 mod – allosteric modulators of human D1 dopamine receptor; HEK293 D1, CRE-luciferase, dopamine EC30 potentiation; actives deviate in either direction; B-score at 10 µM; actives 5.9% (n = 58,000); AID 641;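 active = luminescence count or its row- and column-corrected plate score outside the 99.7% band of the plate's sample wells, on either side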
5HT1a ag – activates the human 5-HT1a serotonin receptor; P08908; actives 0.56% (n = 65,000); AID 567; CHO 5-HT1a Ga15 NFAT-bla reporter, FRET ratio; 0% basal, 100% maximal reference agonist; activation, % at 10 µM;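 active = activation above the screen-wide mean activation plus 3 SD, cut at about 19% in these data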;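 note: 0% = DMSO wells and 100% = 5-CT at EC100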
HEK293 NFkB inh – inhibitors of the PMA/ionomycin-induced NF-kB reporter in HEK293 cells; HEK-293 NF-kB luciferase reporter, luminescence; inhibition, % at 3 µM; actives 0.21% (n = 62,000); AID 465;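 active = inhibition above the mean of all tested compounds plus 3 SD, cut at about 40% in these data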;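 note: 0% = stimulated DMSO wells and 100% = 10 µM reference inhibitor 5653914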
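Signal: luciferase luminescence; Material: HEK-293 cells with stable firefly luciferase reporter driven by four HIV NF-kB elements; Probe or stimulus: PMA with ionomycin; Replication: tested once; Times: 1 h compound pretreatment, then 16 h stimulation at 37 °C, 5% CO2; Benchmarks: DMSO and 10 µM reference inhibitor; Evaluation: per-plate % inhibition versus controls.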
Starred values were filed as active, the others as inactive; · = no result given.

compound | HTR1E agonist | 5HT1a antag | HTR1E antagonist | S1P3 agonist | Jurkat tox 60K | S1P1 ag-PAM | D1 mod | 5HT1a ag | HEK293 NFkB inh
CCOC(=O)c1ccccc1NC(=O)CSc1ncc(C(=O)OCC)c(N)n1 | 0.1 | 2 | 14 | 0.8 | 0 | -39 | 1.9 | 2.4 | 5
CC1(C)CC2CC(C)(CN2C(=O)C23CCC(C)(C(=O)O2)C3(C)C)C1 (stereo not drawn) | -0.6 | 6 | 2 | -0.6 | -2 | · | -1.1 | -0.7 | 16
Cc1ccc(C(C(=O)NC(C)(C)C)N(CC2CCCO2)C(=O)Cn2nnc(-c3ccc(C)o3)n2)cc1 (stereo not drawn) | -1.1 | 7 | -3 | -0.8 | 4 | 16 | -4.2* | 0.8 | 6
CC(=O)N1CCCc2cc(S(=O)(=O)N(C)CCC#N)ccc21 | 0.0 | 1 | -1 | -0.2 | 6 | 5 | 0.017 | -3.4 | 18
CCNC(=O)COC(=O)c1ccc(S(=O)(=O)N2CCCCCC2)cc1 | 0.3 | 1 | -7 | 0.4 | -2 | 0 | · | -1.7 | 18
CCCOc1ccc(/C(O)=C2/C(=O)C(=O)N(CCCOC)C2c2cccnc2)cc1 (stereo not drawn) | 1.8 | -6 | 2 | -2.2 | -2 | 3 | -0.25 | -4.0 | 4
COCCN1CN=C(Nc2nc3ccccc3s2)NC1 | 0.3 | 7 | -3 | -0.7 | 1 | 12 | -0.14 | -2.3 | 13
C/C(N)=C(/C#N)C(=O)COC(=O)c1ccncc1 | 0.3 | -8 | 0 | 1.5 | -12 | -9 | -0.26 | 0.8 | 11
Cn1cccc1C(=O)NC(=O)CSc1nc2ccccc2s1 | -0.5 | 9 | -5 | -0.2 | 0 | -10 | -0.004 | 0.8 | 20
O=C(Cc1ccc(S(=O)(=O)N2CCOCC2)s1)NCC1CCCCC1 | -0.1 | -10 | 9 | 0.7 | 13 | 13 | -7* | -0.2 | -8
CN1/C(=C/C(=O)C2CCC2)Sc2ccccc21 | 0.8 | -2 | 5 | -0.1 | 0 | 20 | 0.72 | -0.5 | -7
CCOC(=O)c1nnn(-c2nc(OC)nc(N(C)C)n2)c1-c1ccccc1 | -1.0 | -13 | 8 | -0.2 | -5 | 17 | 0.2 | -0.6 | 24
COc1ccccc1N1CCN(C(=O)CCCn2c(=O)[nH]c3ccsc3c2=O)CC1 | 0.4 | -2 | 19 | -1.2 | 7 | 1 | -0.46 | -1.9 | 15
Cc1[nH]nc2c1C(c1cn[nH]c1-c1ccc(F)cc1)C(C#N)=C(N)O2 (stereo not drawn) | 0.9 | 2 | 1 | -1.4 | 8 | -6 | 0.39 | -3.2 | 6
O=C(Nc1ccccc1C(=O)O)c1ccc(Cl)c(S(=O)(=O)N2CCOCC2)c1 | 0.4 | -24 | 0 | -0.8 | 1 | -14 | -0.047 | 0.7 | 9
CCN(CC)CCNC(=O)C1CCN(S(=O)(=O)N2CCCCC2)CC1 | -0.6 | 6 | 1 | -0.8 | 4 | 7 | -1.2 | -5.0 | 14
O=S(=O)(NCc1ccco1)c1ccc2c(c1)Cc1ccccc1-2 | 0.4 | 4 | 0 | -0.4 | 10 | · | 1.4 | -0.5 | 10
COc1ccc(C(=O)Nc2cccnc2)cc1S(=O)(=O)N1CCOCC1 | -0.3 | -14 | 2 | 0.2 | -5 | -29 | -0.65 | -1.5 | 6
CC1CN(C2CCN(S(=O)(=O)Cc3ccccc3)CC2)CC(C)O1 (stereo not drawn) | 0.0 | · | -6 | -3.5 | · | 24 | 0.64 | -4.7 | ·
CCOC(=O)CCc1c(C)nc2cc(-c3ccc(Cl)cc3)[nH]n2c1=O | 0.3 | 2 | 9 | -0.3 | 5 | -2 | -1.2 | 0.2 | 9
CCOC(=O)C1Cc2cc3c(cc2C1=O)CC(C(=O)OCC)C3=O (stereo not drawn) | 0.6 | 6 | 6 | -1.1 | 2 | 0 | 0.32 | -2.2 | -1
O=C(O)c1cccc(C(=O)O)n1 | 0.6 | -6 | -13 | -0.9 | -4 | -24 | 0.11 | -1.7 | 8
COc1ccc(Cl)cc1N1C(=O)C2CCCN2C1c1ccc(F)cc1 (stereo not drawn) | -0.4 | 2 | 5 | -0.8 | -8 | -7 | -0.79 | -1.5 | -10
O=C(c1ccccc1F)N1CCN(c2ccccc2F)CC1 | -0.4 | -5 | 3 | -0.2 | 2 | · | -0.47 | -0.7 | 9
[O-][n+]1onc2c1CCc1nnc(-c3ccccc3)cc1-2 | -1.4 | 16 | 13 | -1.0 | 2 | 11 | 0.68 | -1.1 | -8
CC(C)CCNC(=O)CN(Cc1ccc2c(c1)OCO2)C(=O)CCC(=O)Nc1ccccn1 | -0.4 | -12 | -2 | -0.9 | -3 | -6 | -0.48 | -1.4 | -15
CS(=O)(=O)N1CCN(c2nc(-c3ccccc3)cs2)CC1 | 0.8 | -3 | -6 | -1.5 | 11 | 6 | -0.0037 | -4.5 | 18
Cc1ccc(C(=O)Nc2cc(=O)n(C)c(=O)n2C)cc1C | -0.2 | -3 | 3 | -0.7 | 2 | 8 | · | -2.3 | 8
CC(C)C(=O)Nc1ccc2c(c1)C(=O)N(CCC(=O)O)C2=O | -0.1 | -4 | -7 | 0.3 | 4 | -78 | -0.74 | -3.5 | 16
CCOC(=O)C1CCN(C(=O)Nc2ccc3snnc3c2)CC1 | 4.0 | -6 | -2 | -1.0 | 2 | · | -0.54 | 18 | -9

4 entries from above, arranged by length of the SMILES, highest first.
compound | HTR1E agonist | 5HT1a antag | HTR1E antagonist | S1P3 agonist | Jurkat tox 60K | S1P1 ag-PAM | D1 mod | 5HT1a ag | HEK293 NFkB inh
CC(C)CCNC(=O)CN(Cc1ccc2c(c1)OCO2)C(=O)CCC(=O)Nc1ccccn1 | -0.4 | -12 | -2 | -0.9 | -3 | -6 | -0.48 | -1.4 | -15
CCOC(=O)CCc1c(C)nc2cc(-c3ccc(Cl)cc3)[nH]n2c1=O | 0.3 | 2 | 9 | -0.3 | 5 | -2 | -1.2 | 0.2 | 9
CCNC(=O)COC(=O)c1ccc(S(=O)(=O)N2CCCCCC2)cc1 | 0.3 | 1 | -7 | 0.4 | -2 | 0 | · | -1.7 | 18
CCN(CC)CCNC(=O)C1CCN(S(=O)(=O)N2CCCCC2)CC1 | -0.6 | 6 | 1 | -0.8 | 4 | 7 | -1.2 | -5.0 | 14

In a second layout: 2 of the compounds above.
Values run as follows: HTR1E agonist | 5HT1a antag | HTR1E antagonist | S1P3 agonist | Jurkat tox 60K | S1P1 ag-PAM | D1 mod | 5HT1a ag | HEK293 NFkB inh
CCOC(=O)c1nnn(-c2nc(OC)nc(N(C)C)n2)c1-c1ccccc1
    -1.0 | -13 | 8 | -0.2 | -5 | 17 | 0.2 | -0.6 | 24
O=C(Cc1ccc(S(=O)(=O)N2CCOCC2)s1)NCC1CCCCC1
    -0.1 | -10 | 9 | 0.7 | 13 | 13 | -7* | -0.2 | -8

Continuation.
compound | HTR1E agonist | 5HT1a antag | HTR1E antagonist | S1P3 agonist | Jurkat tox 60K | S1P1 ag-PAM | D1 mod | 5HT1a ag | HEK293 NFkB inh
Cc1nn(-c2ccc(Cl)cc2)c2sc(C(=O)N3CCN(c4ccccn4)CC3)cc12 | 0.1 | 5 | -5 | -1.2 | 0 | -5 | 2 | -0.4 | 21
COc1ccc(O)c(C(=O)c2cc(C#N)c(=O)n(CCN3CCOCC3)c2)c1 | -0.1 | -4 | 0 | -1.0 | 2 | 1 | -0.21 | -1.4 | 19
Cn1c(=O)oc2cc(S(=O)(=O)N3CCCC(C(=O)N4CCc5ccccc5C4)C3)ccc21 (stereo not drawn) | 0.1 | 13 | 6 | -1.1 | 13 | 7 | 0.52 | 0.7 | 12
CCOC(=O)c1c(NC(=O)Cc2cccs2)sc(C(=O)N2CCCCC2)c1C | 0.6 | -6 | -5 | -0.6 | -7 | · | 12* | 2.4 | 7
Cc1cccc(NC(=O)c2ccccn2)c1C | 0.8 | 16 | -5 | 0.4 | 0 | 11 | -0.69 | -2.5 | -3
CC1=C(C(=O)Nc2ccccc2)C(c2ccco2)C(C#N)=C(SCc2ccccc2)N1 (stereo not drawn) | 0.5 | 40 | 14 | -0.9 | 24 | 21 | -0.67 | -5.0 | -42
O=C1N(CN2CCN(c3cccc(Cl)c3)CC2)c2ccccc2C12OCCCO2 | 24* | 10 | 7 | 1.9 | -8 | 19 | 2.4* | 1.5 | 9
CC1CCCC(NC(=O)CSc2nnnn2C)C1C (stereo not drawn) | -1.2 | 4 | 6 | · | · | · | -0.54 | -2.5 | 14
CC1=C(c2ccccc2)[N+](=O)C2(CCCC2)N1[O-] | -0.3 | 6 | 6 | -1.3 | -6 | -18 | 0.13 | -1.5 | 8
CCOC(=O)c1cn(CC)c2cc(N3CCOCC3)c(F)cc2c1=O | -0.4 | 7 | -5 | -1.8 | 3 | -29 | -0.61 | -3.5 | 12
CCSc1nnc(NC(=O)NC(CC)(C(F)(F)F)C(F)(F)F)s1 | -0.3 | · | 22 | -2.9 | · | 6 | -0.26 | 1.4 | ·
Cc1cc(NC(=O)CSc2n[nH]c(CC(C)C)n2)no1 | -0.5 | 0 | -5 | -0.5 | -4 | 0 | 0.2 | -1.1 | -2
COc1ccc(-c2nnnn2-c2ccccc2OC)cc1 | 0.4 | 6 | 5 | -0.4 | 48* | 13 | 1 | 0.3 | 5
O=C(C1CCCN1S(=O)(=O)c1ccc(Cl)c(Cl)c1)N1CCOCC1 (stereo not drawn) | -0.7 | 0 | 1 | 0.7 | -7 | -1 | -0.71 | 0.6 | 23
CCn1c(CSc2nc(C)cc(C)n2)nnc1SCC(=O)Nc1ccccc1 | -0.1 | 17 | 12 | -1.1 | -3 | -2 | -0.77 | 3.2 | 14
C/C(=C\C(=O)c1ccc(Br)cc1)N1CCCCC1 | 0.6 | 0 | -8 | -0.5 | -3 | -11 | -0.52 | -4.9 | 10
COCCNC(=O)CSc1nc2ccccc2c(=O)n1CC1CCCO1 (stereo not drawn) | 0.8 | -7 | 22 | -0.7 | -1 | 8 | -0.15 | 0.5 | 10
CC(=O)Nc1nnc(SCc2cccc(F)c2)s1 | 0.7 | -4 | -6 | -0.4 | -2 | -15 | · | -1.9 | 8
COC(=O)Nc1ccc(S(=O)(=O)Nc2ccccc2F)cc1 | -1.2 | -1 | 9 | -1.5 | 3 | 19 | -0.44 | -1.1 | 15
Cc1cc(=O)oc2n[nH]c(-c3ccccc3)c12 | -0.8 | -2 | 2 | 0.9 | -5 | 3 | 2.5 | -0.3 | -2
O=C(Nc1cccc(-c2cn3cccnc3n2)c1)c1ccc2c(c1)OCO2 | -1.0 | 6 | 18 | · | · | · | 0.036 | -0.2 | 11
O=C(CN(Cc1ccco1)C(=O)CNS(=O)(=O)c1ccc(Cl)cc1)NC1CCCCC1 | -0.2 | 7 | 8 | -1.3 | 3 | 19 | · | -1.0 | 11

Bioassay records from PubChem.
